Nrf2 ARE act – qHTS of Nrf2 Activators | AREc32 ARE-luciferase reporter (MCF7-derived line), luminescence, 24 h | Potency, µM (titrated, usually from 46.1 µM), inactives show at the highest dose activation, most hits filed as activators | 0.31% of 410,000 active | AID 624171, 2012; further: % of control where 0% means no effect; nearly all actives have a fitted effect of over 65% in size
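Reporter line AREc32 (ARE-Fluc), seeded overnight in OPTI-MEM with 5% FBS; compound pin-transferred, 24 hr at 37 deg C, 5% CO2; luminescent read-out.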
TGFb inhibitor – qHTS for Inhibitors of TGF-b; HepG2 CAGA-GFP TGF-b/SMAD3 reporter, GFP fluorescence, 18 h; TGF-beta stimulated, 500 pg/mL final; Potency, µM (titrated, usually from 46.1 µM), without a hit: at the highest dose activity, negative = inhibition, actives largely listed as inhibitors; 1.2% of 410,000 active; AID 588855, 2011; further: on the % scale 0 is the no-effect control and ±100 the full control effect; nearly all actives have a fitted effect of over 65% in size
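Using HEPG2 CAGA-GFP reporter cells at 1000 cells/well, we pinned test compounds, stimulated with recombinant TGF-beta (500 pg/mL final) and measured total well GFP after 18 h.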
HepG2 tox – qHTS for Inhibitors of TGF-b: Cytotox Counterscreen | Potency, µM (doses to about 46.1 µM), for the others: top-dose activity change, negative = cytotoxicity, most hits filed as cytotoxic | HepG2 CAGA-GFP viability, ATP luminescence, 18 h | 0.76% of 410,000 active; further: some results filed as inactive show a strong effect at the top dose
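CellTiter-Glo luminescence gave cytotoxicity after 18 hours at 37 degrees C. The cells were HepG2 CAGA-GFP in 1% FBS DMEM, stimulated with 500 pg/mL TGF-beta after compound addition. %Activity was normalised to no-cell wells (complete cell-killing) and DMSO (no toxicity), and curves were fitted and classified.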
A549 viability – Nrf2 qHTS screen for inhibitors: counterscreen for cytotoxicity. AID 504648, 2011. Potency, µM (titrated, usually from 46 µM), for the others: top-dose activity change, negative = cytotoxicity, hits mostly inhibitors. A549 ARE-Fluc cells, CellTiter-Fluor viability, 18-24 h. 0.16% of 390,000 active; further: on the % scale 0 is the no-effect control and ±100 the full control effect
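A549 ARE-Fluc cells in 5% FBS OPTI-MEM, 5000 cells/well, rested 2 h then exposed to compounds in concentration-response for 18-24 h at 37 °C. Viability by CellTiter-Fluor fluorescence (Ex 405/Em 525) after 30 min; luciferase luminescence (BugLite, 15 min, RT) read afterwards.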
MCF10A rereplic – A quantitative high throughput screen for small molecules that induce DNA re-replication in MCF 10a normal breast cells | Potency, µM (series often up to 46.1 µM), for inactives: at the highest dose activity, positive = re-replication, hits mostly activators | 2.9% of 350,000 active | MCF 10A DNA re-replication, Hoechst nuclear intensity, 48 h; further: % of control where 0% means no effect; nearly all actives have a fitted effect of over 50% in size
Nrf2 inh – Nrf2 qHTS screen for inhibitors; A549 ARE-Fluc reporter, luciferase luminescence, 18-24 h; Potency, µM (doses to about 46 µM), without a hit: top-dose activity change, negative = inhibition, usual class: inhibitors; 2.1% of 360,000 active; further: on the % scale 0 is the no-effect control and ±100 the full control effect; nearly all actives have a fitted effect of over 60% in size
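Reporter: ARE-Fluc in A549. Exposure: 18-24 h, 37 °C, 5% CO2, 5% FBS OPTI-MEM. Readouts: fluorescent cytotoxicity (CellTiter-Fluor), then luminescent Nrf2 signal after BugLite.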
EPAC2 antagonist – qHTS for Antagonist of cAMP-regulated guanine nucleotide exchange factor 2 (EPAC2): primary screen. Rap guanine nucleotide exchange factor 4 (Homo sapiens), Q8WZA2. EPAC2 GEF exchange of Rap1B-BODIPY-GDP, fluorescence. Potency, µM (doses to about 114 µM), without a hit: at the top dose activity, negative = inhibition, most hits filed as inhibitors. 0.18% of 360,000 active; further: on the % scale 0 is the no-effect control and ±100 the full control effect; nearly all actives have a fitted effect of over 45% in size; many of its hits are not listed in these tables
Target sequence (Q8WZA2 whole entry, looked up): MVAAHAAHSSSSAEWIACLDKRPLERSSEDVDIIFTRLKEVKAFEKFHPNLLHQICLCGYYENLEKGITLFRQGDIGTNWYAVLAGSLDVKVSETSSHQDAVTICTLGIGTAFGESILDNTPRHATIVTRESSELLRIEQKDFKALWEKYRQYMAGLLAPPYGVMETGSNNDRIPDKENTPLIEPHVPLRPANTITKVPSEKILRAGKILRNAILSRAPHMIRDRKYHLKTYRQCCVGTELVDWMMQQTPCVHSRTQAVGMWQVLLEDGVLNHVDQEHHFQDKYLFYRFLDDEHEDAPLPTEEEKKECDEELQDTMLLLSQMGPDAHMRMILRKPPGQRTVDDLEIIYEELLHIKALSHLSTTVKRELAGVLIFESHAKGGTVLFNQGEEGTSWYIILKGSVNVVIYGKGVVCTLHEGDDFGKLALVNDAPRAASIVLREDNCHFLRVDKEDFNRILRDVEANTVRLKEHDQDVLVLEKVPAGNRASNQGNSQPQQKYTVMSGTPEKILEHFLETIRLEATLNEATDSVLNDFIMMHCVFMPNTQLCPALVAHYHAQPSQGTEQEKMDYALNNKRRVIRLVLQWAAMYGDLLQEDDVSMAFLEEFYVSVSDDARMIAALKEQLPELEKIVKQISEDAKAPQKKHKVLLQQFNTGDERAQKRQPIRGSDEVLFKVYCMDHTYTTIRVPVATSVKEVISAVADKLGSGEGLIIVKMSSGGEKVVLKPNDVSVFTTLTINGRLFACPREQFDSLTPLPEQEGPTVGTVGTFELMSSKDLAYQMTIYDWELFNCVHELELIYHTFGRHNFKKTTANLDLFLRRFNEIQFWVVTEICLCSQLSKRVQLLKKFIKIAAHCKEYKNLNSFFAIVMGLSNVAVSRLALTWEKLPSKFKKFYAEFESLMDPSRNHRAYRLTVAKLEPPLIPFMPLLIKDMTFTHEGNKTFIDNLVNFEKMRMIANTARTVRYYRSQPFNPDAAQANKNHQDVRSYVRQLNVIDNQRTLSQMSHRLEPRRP
ATXN2 expr inh – Primary qHTS for Inhibitors of ATXN expression; HEK-293 ATXN2-luciferase reporter, luminescence, 24 h; Potency, µM (top dose mostly 57 µM), for the others: at the top dose activity change, negative = inhibition, usual class: inhibitors; 0.72% of 360,000 active; AID 1745845, 2022; further: on the % scale 0 is the no-effect control and ±100 the full control effect; nearly all actives have a fitted effect of over 55% in size
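ATXN2-luciferase reporter cells (luciferase flanked by upstream and downstream ATXN2 gene portions) were treated 24 h at 37 °C with compounds at up to 57 uM. SteadyGlo luminescence gave expression; GF-AFC fluorescence gave viability.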
S2 tox – Viability Counterscreen for Primary qHTS for Inhibitors of ATXN expression | S2 cells (HEK-293 line with an ATXN2-luciferase reporter) viability, CellTiter-Fluor protease fluorescence, 24 h | Potency, µM (doses to about 56.7 µM), actives largely listed as cytotoxic | 0.49% of 400,000 active; further: nearly all actives have a fitted effect of over 40% in size
Active calls of the source: *; i = inactive; ? = inconclusive; / = not tested or not shown; & = joins results of further samples; [ ] = remark or other dose. The call rests on the fitted dose curve; in most records, active means well fitted curve in the direction sought with a large enough effect; inconclusive means small, poorly fitted or top-dose-only effect, or another doubt; inactive means no such curve, though single readings can be large; an effect the other way counts as inactive or inconclusive. Potency means the concentration at half of the fitted maximal effect.

SMILES | Nrf2 ARE act | TGFb inhibitor | HepG2 tox | A549 viability | MCF10A rereplic | Nrf2 inh | EPAC2 antagonist | ATXN2 expr inh | S2 tox
O=C(Nc1ccc(Br)cc1C(=O)c1ccccc1)c1ccccc1 | 4.1% | -2% | -31% | 11% | / | 17% | / | 30% | i
O=C1c2cccc3cc([N+](=O)[O-])cc(c23)C(=O)N1c1ccccc1O | 9.6% | -1% | -5% | -15% | -2% | -29% | 2% | -34% | ?
CN1CCN(c2cc(N3CCNCC3)ccc2[N+](=O)[O-])CC1 | -0.8% | -3% | -29% | 16µM* | 15% | -14% | -5% | -19% | ?
O=C1C=C(N2CC2)c2ccccc2C1=O | -4.8% | 16µM* | -110% | / | / | / | ? | / | ?
CN1CCCC1c1ccc(=O)[nH]c1 (centres undefined) | 0.5% | -3% | 3% | 1% | 1% | 7% | 1% | 4% | i
CCOP(=O)(OCC)C(O)c1ccc(OC)cc1OC (centres undefined) | -1.5% | -4% | -1% | 7% | 1% | 4% | 1% | 3% | i
N#Cc1ccc(NC(=O)CCNC(=O)c2ccco2)cc1Cl | 1.3% | -3% | 9% | 0% | -1% | 1% | -2% | 14% | i
Cc1ccc(NC(=O)N2CC2)cc1NC(=O)N1CC1 | 0.0% | -2% | 0% | 2% | 3% | ? | -2% | 3% | i
CCC(C(=O)N1C[C@H]2C[C@@H](C1)c1cccc(=O)n1C2)c1ccccc1 (some centres undefined) | -0.1% | -11% | -2% | 4% | -3% | 3% | 3% | -2% | i
O=c1[nH]c2ccccc2n1C1CCN(C(c2nnnn2C2CCCC2)C2CC2)CC1 (centres undefined) | 0.1% | -3% | -8% | / | / | / | 2% | -19% | ?
Cc1oc(-c2ccccc2)nc1CN1C(=O)C(C)N=C(c2ccccc2F)c2cc(Cl)ccc21 (centres undefined) | 0.0% | ? | 9% | -9% | ? | -20% | -26% | -21% | i
Cn1nc(C(F)(F)F)c(-c2ccccc2)c1N | 0.1% | 0% | -30% | 1% | ? | 9% | 0% | -18% | i
O=c1cc(CN2CC=C(c3ccccc3)CC2)c2c(ccc3ccccc32)o1 | 0.6% | -22% | -4% | 4% | ? | ? | 8% | -8% | i
Cc1ccc(-n2c(/C=C/c3ccccc3)nc3ccccc3c2=O)cc1C | 0.6% | -7% | -28% | -11% | / | / | / | / | /
CN(C)C1(c2nnnn2CCOC(=O)Nc2ccc(Cl)cc2)CCCCC1 | 2.7% | 3% | 5% | -11% | -1% | ? | -10%[57.1 µM] | -6% | i
CCOc1ccc(NCc2cccn2-c2nnc(N3CCC(C(=O)NC(C)c4ccccc4)CC3)s2)cc1 (centres undefined) | -0.3% | / | -20% | -7% | / | ? | / | / | /
OC1(c2ccccc2F)CC2CCC(C1)N2CCN1CCOCC1 (centres undefined) | 2.2% | -12% | -10% | 10% | ? | ? | -4% | -32% | i
CCOc1ccc(N=C2SCCCN2C)cc1 | 0.8% | -6% | 2% | 6% | -3% | -8% | 2% | -14% | i
C[C@H]1[C@@H](OS(=O)(=O)O)C[C@@H]2C[C@H]([C@@H](O)c3cc(=O)[nH]c(=O)[nH]3)NC3=NC[C@H]1N32 | -2.9% | 2.5µM* | -8% | -29% | ? | 0.65µM* | -10% | 10µM* | i
COc1ccc(/C=N/N=C(/N)N[N+](=O)[O-])c(OC)c1 | 4.9% | 17% | 8% | -4% | ? | ? | -1% | 20% | i
CC1=Nc2ccccc2/C1=C/c1c(O)n(C)c(=O)[nH]c1=O | 3.2% | ? | 7% | -2% | 2% | -13% | 2% | 21% | i
O=C(O)C1(Br)CC12c1ccccc1-c1ccccc12 (centres undefined) | 0.2% | ? | -27% | -2% | -2% | -12% | 10% | 8% | i
CCOC(=O)CNC(=O)CNC(=O)C(Cc1ccc(N(CCCl)CCCl)cc1)NC(C)=O (centres undefined) | 0.0% | 1% | 4% | -2% | 17% | 9% | 2% | ? | i
O=C(CCl)NN=C(c1ccccc1)c1ccccc1 | 3.3% | -3% | -1% | 3% | 15µM* | ? | 6% | 1% | i
CC(=O)c1ccc(OC(=O)N(C)c2ccccc2)cc1 | -0.7% | 14% | -6% | 11% | 8% | ? | 0% | 18% | i
CC1=C2C(=O)C3C(CC=C4CC(O)CCC43C)C2CCC12OC1CC(C)CNC1C2C (centres undefined) | 0.1% | 6% | 1% | -8% | -2% | 3% | 0% | -8% | i
CCCC1=Nc2cc(C(=O)NC3CCC(C)CC3)ccc2Sc2ccccc21 (centres undefined) | -0.6% | -18% | 5% | -7% | / | 6% | / | / | /
COc1ccc(C(CC(=O)N2CCC3(CC2)OCCO3)NS(=O)(=O)c2ccc(C)cc2)cc1 (centres undefined) | -0.2% | ? | 5% | -2% | -2% | / | 0% | 6% | ?
O=C(CN1CCN(Cc2ccc(Cl)cc2)C1=O)N1CCC2(CC1)OCCO2 | -0.3% | 4% | 1% | 3% | -6% | 22% | 5% | 0% | i
O=C(Cc1ccccc1)N1CCN(C2CCCC2)CC1 | 0.0% | 2% | 1% | -1% | 2% | -9% | -1% | 3% | i

In another format: entries from further up.
Values run as follows: Nrf2 ARE act, TGFb inhibitor, HepG2 tox, A549 viability, MCF10A rereplic, Nrf2 inh, EPAC2 antagonist, ATXN2 expr inh, S2 tox
O=C(Cc1ccccc1)N1CCN(C2CCCC2)CC1
    0.0%, 2%, 1%, -1%, 2%, -9%, -1%, 3%, i
CCOc1ccc(N=C2SCCCN2C)cc1
    0.8%, -6%, 2%, 6%, -3%, -8%, 2%, -14%, i
C[C@H]1[C@@H](OS(=O)(=O)O)C[C@@H]2C[C@H]([C@@H](O)c3cc(=O)[nH]c(=O)[nH]3)NC3=NC[C@H]1N32
    -2.9%, 2.5µM*, -8%, -29%, ?, 0.65µM*, -10%, 10µM*, i

An excerpt from above with just EPAC2 antagonist, S2 tox and Nrf2 ARE act.
smiles	EPAC2 antagonist	S2 tox	Nrf2 ARE act
COc1ccc(C(CC(=O)N2CCC3(CC2)OCCO3)NS(=O)(=O)c2ccc(C)cc2)cc1 (centres undefined)	0%	?	-0.2%
O=C(CN1CCN(Cc2ccc(Cl)cc2)C1=O)N1CCC2(CC1)OCCO2	5%	i	-0.3%

(listing goes on)
SMILES | Nrf2 ARE act | TGFb inhibitor | HepG2 tox | A549 viability | MCF10A rereplic | Nrf2 inh | EPAC2 antagonist | ATXN2 expr inh | S2 tox
CC(C)N1C(=O)CCC1C(=O)N1CCC2(CC1)OCCO2 (centres undefined) | -0.7% | 0% | 3% | 2% | -6% | / | 5% | -2% | i
COc1ccc(OC)c(CN2CCCC(C(=O)c3sccc3C)C2)c1 (centres undefined) | 0.4% | ? | -24% | -5% | -2% | 1% | -10% | / | ?
Cc1cccc(-n2c(O)c(C=NCCCN3CCOCC3)c(=O)[nH]c2=O)c1C | -1.0% | 17% | 17% | -10% | 22% | 5% | -13% | -1% | i
CC1CC(C)(O)CC(C(O)CC2CC(=O)NC(=O)C2)C1=O (centres undefined) | -0.4% | 0.32µM* | -3% | ? | ? | 0.58µM* | -1% | ? | ?
COc1ccc(C2CC(c3c(O)n(CCc4ccccc4)c(=O)[nH]c3=O)=NN2)cc1OC (centres undefined) | 0.1% | -1% | -7% | 5% | 7% | 0% | ? | 19% | i
COCCn1c(O)c(/C=N/NC(=O)CSC(=S)N2CCCC2)c(=O)[nH]c1=S | -0.5% | 0% | 6% | 1% | -5% | 16% | -3% | 2% | i
COc1ccc2c(c1)c(C(=O)O)c(C)n2C(C)C | -0.3% | 14% | 12% | 1% | -3% | / | -5% | -10% | i
CC(=O)c1ccc(NC(=O)N2C[C@H]3C[C@@H](C2)c2cccc(=O)n2C3)cc1 | -0.2% | 1% | 0% | 11% | 1% | -4% | 6% | 7% | i
O=c1c2ccccc2nc(-c2ccc([N+](=O)[O-])cc2)n1-c1ccccc1 | -0.7% | 9% | 6% | -14% | 0% | 4% | 0% | 5% | i
C=CCn1c(O)c(C=Nc2c(C)n(C)n(-c3ccccc3)c2=O)c(=O)[nH]c1=O | 2.9% | 9% | 1% | 2% | 0% | 18% | 6% | / | i
COc1ccccc1CNC(=O)CCC(=O)N1C[C@H]2C[C@@H](C1)c1cccc(=O)n1C2 | 0.5% | ? | 0% | 3% | -5% | 8% | 2% | 8% | i
CCN(c1ccc(C(O)(C(=O)OC)C(F)(F)F)cc1)S(=O)(=O)c1ccccc1 (centres undefined) | 0.0% | 0% | 17% | 3% | -17% | 5% | -3% | 2% | i
C[C@]12CCC3C(CC[C@H]4C[C@@H](O)CC[C@]34C)C1CC[C@@H]2O (some centres undefined) | 0.1% | 15% | -8% | 6% | 4% | -13% | -4% | -11% | i
CCOP(=O)(OCC)c1ccc(O)cc1 | -1.0% | -15% | -1% | 3% | ? | 5% | -2%[57.1 µM] | / | i
O=C1NC(=O)C2(C(=O)N1)C(c1ccc(F)cc1)NC(=S)NC2c1ccc(F)cc1 (centres undefined) | -0.3% | 12% | -2% | 10% | 1% | 19% | 17% | -5% | i
CCN1C[C@]2(COC)CC[C@H](O)[C@@]34C5C[C@@H]6[C@@H](OC)C[C@@](O)(C5[C@H]6O)[C@](O)([C@@H](OC)C23)[C@@H]14 (some centres undefined) | 0.8% | -6% | 3% | 7% | -1% | 5% | -12% | 8% | i
CCOc1cc2c(cc1OCC)-n1cccc1C(c1ccccc1OC)NC2 (centres undefined) | 6.9% | 0% | -11% | 1% | 5% | -3% | -4% | -28% | i
COc1cc(-c2ccc(=O)[nH]n2)ccc1OC(F)F | 6.3% | 1% | -9% | -5% | ? | 1% | 2% | 9%&22% | i
O=S1(=O)N(Cc2ccccc2)CCCN1Cc1ccc(F)cc1Cl | 0.0% | -12% | -30% | 3% | / | ? | / | / | /
CSCCC(c1nnnn1-c1ccc2c(c1)OCCO2)N1CCC(n2c(=O)[nH]c3ccccc32)CC1 (centres undefined) | -0.6% | ? | -11% | / | / | / | -5% | ? | ?
CCOc1ccc(C=C2C(=O)NC(=S)NC2=O)cc1OCC | 7.4% | 16% | -14% | 7% | 2% | -27% | -9% | -8% | i

Bioassay records from PubChem.

The list is partial. The share of hits here may be higher or lower than overall.
